# CSN deneddyl inh = blocks human CSN-mediated cullin deneddylation. Q92905. Purified CSN, SCF-Nedd8-OG deneddylation, fluorescence polarization. inhibition, % at 12.5 µM. actives 0.38% (n = 360,000);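 active means pattern-corrected inhibition above about 35%, with an unprinted fluorescence ratio check between 0.5 and 1.5, limit read from the data, passing the limit was not always enough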;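 further: 0% = enzyme with substrate and 100% = substrate without enzyme; some results filed as inactive read as strong as hits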
#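 Assay system: purified human Csn5 enzyme expressed in HEK293T cells; Input: 0.24 nM Csn5 enzyme, final concentration; Reagent: 10 nM SCFSkp2-Nedd8OG; Compound dosing: 12.5 µM single point; Times: reaction 90 min, room temperature; Technique: fluorescence polarization readout.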
# MsrA act = activators of bovine methionine sulfoxide reductase A; AID 602163; actives 0.3% (n = 360,000); activation, % at 10.6 µM; purified bovine MsrA, absorbance read-out; in the data active means activation above about 7.5%;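 further: 0% = vehicle and 100% = reference activator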
# MsrA inh = inhibits bovine methionine sulfoxide reductase A. actives 0.75% (n = 360,000). inhibition, % at 15.5 µM. purified bovine MsrA, absorbance read-out; in the data active means inhibition above about 4.5%;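 further: 0% = vehicle wells with enzyme and 100% = reference inhibitor wells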
# Rpn11 block = Rpn11 (human) deubiquitinase inhibition; O00487; human 26S proteasome, Ub4-pepOG fluorescence polarization; 20S core pre-blocked with epoxomicin; calls only at 20 µM; actives 0.59% (n = 360,000);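 active means inhibition at 20 µM, scaled to each plate's controls, above about 33%, limit read from the data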
# Target sequence (O00487 whole entry, looked up): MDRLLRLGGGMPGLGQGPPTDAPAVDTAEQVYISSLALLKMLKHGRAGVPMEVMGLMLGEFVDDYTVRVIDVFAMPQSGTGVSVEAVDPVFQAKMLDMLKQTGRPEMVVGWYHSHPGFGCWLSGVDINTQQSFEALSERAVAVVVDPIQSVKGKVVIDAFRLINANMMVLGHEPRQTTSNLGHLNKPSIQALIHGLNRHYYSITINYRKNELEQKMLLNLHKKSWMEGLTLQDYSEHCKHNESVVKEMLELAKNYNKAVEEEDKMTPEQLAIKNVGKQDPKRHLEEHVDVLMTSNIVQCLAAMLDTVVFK
# PABP1 MLLE inh = blocks PAM2 peptide binding to the PABP1 MLLE domain; P11940; GST-MLLE / FITC-PAM2 fluorescence polarization; inhibition, % at 20 µM; actives 0.36% (n = 360,000); in the data active means inhibition above about 35%, passing the limit was not always enough;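 further: plate controls were DMSO wells with GST-MLLE for no effect and wells lacking GST-MLLE protein for full effect; some results filed as inactive read as strong as hits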
# Rin1 Abl inh = blocks binding of human Rin1 to Abl. TR-FRET Rin1/Abl binding, biochemical. actives 0.4% (n = 360,000). P00519+Q13671. AID 588664. inhibition, % at 7.35 µM; in the data active means inhibition above about 5%, passing the limit was not always enough
# MT1-MMP act inh = MT1-MMP (human) activation inhibition; P50281; HT1080 RFP-PRO-GFP cells, GFP/RFP ratio fluorescence, overnight; percent of plate control window, DMSO zero; GFP/RFP ratio change, % at 20 µM; actives 0.061% (n = 360,000); AID 651647;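 active means GFP/RFP ratio change of at least 30% with cell ATP level not reduced by more than half and red fluorescence within 50% of control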; further: strong numbers were not always called active
#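 Assay system: HT1080 cells carrying an RFP-PRO-GFP reporter | Dosing: Single dose of 20 µM compound, 1% DMSO final | Incubation: Cells overnight before dosing, compound overnight, 37 °C, 5% CO2 | Evaluation: GFP/RFP fluorescence ratio | Control set: DMSO and RFP-L50D-GFP cell wells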
# eLon inh = inhibitors of E. coli Lon protease | actives 0.42% (n = 360,000) | P0A9M0 | inhibition, % at 7.94 µM | purified E. coli Lon protease, fluorescence polarization; in the data active means inhibition above about 13%, passing the limit was not always enough;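 further: 0% = enzyme with probe and DMSO and 100% = no enzyme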
# Target sequence (P0A9M0 whole entry, looked up): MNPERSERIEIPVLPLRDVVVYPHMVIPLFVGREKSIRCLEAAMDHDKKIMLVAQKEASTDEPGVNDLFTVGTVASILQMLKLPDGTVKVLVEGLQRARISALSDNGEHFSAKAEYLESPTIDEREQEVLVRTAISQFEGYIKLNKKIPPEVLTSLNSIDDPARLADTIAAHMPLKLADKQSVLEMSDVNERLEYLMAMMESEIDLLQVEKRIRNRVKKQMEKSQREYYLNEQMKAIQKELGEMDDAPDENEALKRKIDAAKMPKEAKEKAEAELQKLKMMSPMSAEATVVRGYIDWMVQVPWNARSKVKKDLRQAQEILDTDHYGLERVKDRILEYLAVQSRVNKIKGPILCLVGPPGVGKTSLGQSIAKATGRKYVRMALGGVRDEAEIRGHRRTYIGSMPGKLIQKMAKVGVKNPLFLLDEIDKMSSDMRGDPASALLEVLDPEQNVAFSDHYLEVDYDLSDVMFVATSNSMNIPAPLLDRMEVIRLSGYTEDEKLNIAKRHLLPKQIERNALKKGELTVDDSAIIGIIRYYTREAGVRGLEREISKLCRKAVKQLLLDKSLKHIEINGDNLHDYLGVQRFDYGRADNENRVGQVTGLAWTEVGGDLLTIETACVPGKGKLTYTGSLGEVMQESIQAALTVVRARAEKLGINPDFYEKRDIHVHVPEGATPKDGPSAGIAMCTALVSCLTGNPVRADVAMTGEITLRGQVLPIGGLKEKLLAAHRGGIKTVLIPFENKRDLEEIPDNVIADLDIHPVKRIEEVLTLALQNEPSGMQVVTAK
# FAS-TE inh = FAS thioesterase (human) inhibition. inhibition, % at 15 µM. AID 602261. recombinant FAS-TE, OMFH fluorogenic substrate, fluorescence endpoint. actives 0.67% (n = 360,000). P49327;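 active means compounds whose normalised, plate-corrected inhibition of enzyme fluorescence in the single-dose primary screen is 50% or more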;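 further: 0% = DMSO with enzyme and 100% = substrate without enzyme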
# * hit, by the source's call; i = inactive; / = no result given.
SMILES,CSN deneddyl inh,MsrA act,MsrA inh,Rpn11 block,PABP1 MLLE inh,Rin1 Abl inh,MT1-MMP act inh,eLon inh,FAS-TE inh
CCOC(=O)c1ccc(NC(=S)N2CCC(C(N)=O)CC2)cc1,4,-2,0.4,i,-57,-2,4,1,-14
CN(C)c1nc(Oc2ccc(/C=N/O)cc2)nc(N(C)C)n1,1,0,0.2,i,6,0,-1,5,-9
CC1=C(C(=O)Nc2ccc(CC(=O)NCc3ccccc3C)cc2)SCCO1,1,-1,0.9,i,16,-1,-1,-17,0
NS(=O)(=O)c1cnccc1Nc1cccc(F)c1,-1,-1,0.6,i,2,0,1,2,-2
CC(=O)c1ccc(NC(=O)CCCC(=O)c2ccccc2)cc1,-3,-1,-0.4,i,-10,1,3,-2,-4
CCOC(=O)C1=C(COC(=O)CCNS(=O)(=O)c2ccc(NC(C)=O)cc2)NC(=O)NC1C (stereo not given),2,-7,-0.3,i,5,1,1,6,-4
Cc1csc(=O)n1CCC(=O)OCC(=O)NCc1ccccc1,-5,-9,-0.2,i,9,-2,-3,2,-10
CC1CCCCC1NC(=O)C1CCC(CNS(=O)(=O)c2ccccc2)CC1 (stereo not given),0,-4,0.1,i,24,1,-4,-5,-5
Cc1nnc(NC(=O)c2ccc3c(c2)NC(=O)CS3)s1,1,-3,1.1,i,-14,2,1,25*,-5
O=[N+]([O-])c1sccc1CS(=O)(=O)c1ccccc1,1,-3,0.2,i,1,-3,0,-8,-1
Cc1nc2c(s1)sc1ccccc12,-3,-7,1.7,i,8,-4,-8,-5,-6
CCCCOc1ccc(C2CCC(C(C)=O)C(C)C2)cc1 (stereo not given),3,-5,0.2,i,-5,3,-4,0,20
COc1ccc(-c2cc(C(=O)N3CCN(Cc4ccc5c(c4)OCO5)CC3)on2)cc1OC,-2,-2,0.7,i,3,-1,1,-10,-18
CCn1c(=O)c2cc(C(=O)NC(C)C)sc2c2ccccc21,1,-4,1.1,i,-4,1,17,-5,-5
CCCCC(=O)Nc1c(-c2cccc(OC)c2)c(=O)c2ccccc2n1C,-3,-11,3.0,i,-3,2,1,7,-5
N=c1c(C(=O)NCc2ccco2)cc2c(=O)n3ccccc3nc2n1Cc1ccccc1,9,-2,-0.5,i,-19,-6,0,1,-1
C/C(Cc1ccccc1)=N\NC(=O)CNC(=O)/C=C\c1ccccc1,1,-10,0.0,i,-3,-1,1,5,-3
COc1cc(SC)ccc1C(=O)OCC(=O)NCCNC(=O)COC(=O)c1ccc(SC)cc1OC,3,-3,0.9,i,-11,3,5,-2,0
C=CCNc1nc(C(=O)OCC)nc2ccccc12,4,-5,0.2,i,7,0,-9,-12,-8
O=C(NNC(=S)NC(=O)c1ccccc1)c1ccc([N+](=O)[O-])cc1,-2,7,1.2,i,30,-2,4,0,7
O=C(O)c1ccc(NS(=O)(=O)c2cc(Cl)ccc2Cl)cc1O,-1,0,-0.4,i,8,0,4,3,-7
Cc1cc(C(C)(C)CC(C)(C)C)ccc1OCCOCC[N+](C)(C)Cc1ccccc1,1,3,-3.2,i,11,-2,-15,-11,1
CCOc1cccc(CN2CCC(n3nccc3NC(=O)C3CCCC3)CC2)c1,-2,-1,0.3,i,-2,-3,3,-3,0
O=C(O)c1ccc2c(c1)C(=O)N(CCc1ccccc1)C2=O,1,-2,1.2,i,-10,1,2,6,-2
Cc1ccc(S(=O)(=O)Oc2ccccc2/C=C2/SC(=O)NC2=O)cc1,-2,-3,2.4,i,-4,-1,0,4,-8
SMILES,CSN deneddyl inh,MsrA act,MsrA inh,Rpn11 block,PABP1 MLLE inh,Rin1 Abl inh,MT1-MMP act inh,eLon inh,FAS-TE inh
CC(=O)c1ccc(C#CC(C)(C)O)s1,4,-6,2.4,i,5,1,-3,-7,-2
COC(=O)CSC1=C(C#N)C(c2cccc(F)c2)CC(=O)N1 (stereo not given),0,-5,0.4,i,0,-4,3,3,-2
CNc1nc(C)c(C(=O)c2ccc(Cl)cc2)s1,-3,-9,4.1,i,-24,-3,-4,5,-1
C[C@H]1NC(=O)[C@]2(C)[C@@H](c3ccccc3)[C@H]3COc4ccccc4[C@@H]3N2C1=O,-2,-1,0.7,i,9,-1,-1,5,-6
O=C(COC(=O)c1ccc(Cl)nc1)NCc1ccc2c(c1)OCO2,-4,-2,0.9,i,6,5,-4,3,1
O=C(C[n+]1cccc(CO)c1)Nc1nc2ccccc2s1,12,-8,-0.7,i,14,2,-3,8,-6
O=C(OC(C(=O)NCc1cccs1)c1ccc(F)cc1)c1ccco1 (stereo not given),3,5,0.3,i,5,3,-3,-5,7
COCCNC(=O)c1ccc(CS(=O)(=O)c2ccc(C)cc2)o1,3,-2,-0.6,i,23,-3,7,9,-8
CC1(C(=O)NC2CCc3ccccc32)CCN1CCc1ccccc1 (stereo not given),0,2,1.6,i,-8,0,-3,-14,12
O=c1cc(-c2cccc(Br)c2)oc2cccc(O)c12,-3,-3,-1.7,i,11,4,2,-4,1
O=[N+]([O-])c1ccccc1/C=C/C=N/Nc1nc(N2CCCCC2)nc(N2CCCCC2)n1,-14,-3,0.1,i,-148,0,-9,-10,8
Cc1cccc(S(=O)(=O)Nc2ccc(-n3c(C)nc4ccccc4c3=O)cc2)c1,1,-3,-0.5,i,6,2,4,-3,-2
C/C(=N\NC(=O)Cc1ccc(Cl)cc1)c1ccc(F)cc1,3,-1,-0.4,i,-8,-4,1,10,1
COc1ccc(C(C#N)N2CCOCC2)cc1 (stereo not given),-2,-1,0.2,i,2,0,3,6,-8
COc1cccc(/C=N/NC(=S)Nc2cccc(C(=O)O)c2)c1O,6,0,1.9,i,37,1,-35,-5,-4
CC1=C(C(=O)N(C)C)CC(CC(=O)NC2CC2)C(=O)N1Cc1ccc(C(C)(C)C)cc1 (stereo not given),-3,-5,2.9,i,5,0,4,-11,-12
O=C(Nc1cc([N+](=O)[O-])ccc1N1CCCC1)c1ccco1,4,-5,2.2,i,0,-9,6,-3,3
N#C/C(=C/c1ccc(F)cc1)c1nnc(NC(=O)c2ccccc2)s1,1,-3,-0.6,i,-19,1,-8,-9,-6
CC(/C=C/c1ccccc1)=N\NC(=O)Cn1cncn1,4,5,1.6,i,-3,-5,1,-9,-6
O=C(Nc1cccc(-c2ccc(N3CCCCC3)nn2)c1)c1ccc(Br)o1,4,-2,1.2,i,-14,4,3,-7,15
CC(=O)OCC1OC(n2c(S)c(C#N)c(-c3ccccc3)c(C#N)c2=O)C(OC(C)=O)C(OC(C)=O)C1OC(C)=O (stereo not given),5,-1,1.6,i,-28,1,-5,-5,8
CCNc1ccc(Br)cc(C(=O)/C=C/c2ccc(Cl)cc2)c1=O,32,-4,/,i,-83,5,-11,-3,3
CCCCc1cc(=O)oc2cc(OC(C)C(=O)NCc3ccccn3)c(Cl)cc12 (stereo not given),1,1,0.1,i,2,2,-1,13,-4
O=C(CCS(=O)(=O)Cc1ccccc1)Nc1nnc(C(F)(F)F)s1,-1,-1,1.9,i,-8,-4,4,-8,0
CCOC(=O)N1CCN(C(=O)CCNS(=O)(=O)c2ccc3c(c2)c(=O)n(C)c(=O)n3C)CC1,-4,-3,0.2,i,-3,1,3,-7,-4
SMILES,CSN deneddyl inh,MsrA act,MsrA inh,Rpn11 block,PABP1 MLLE inh,Rin1 Abl inh,MT1-MMP act inh,eLon inh,FAS-TE inh
CCCCCCN1C[C@@H](O)[C@H](n2cc(C3CC3)nn2)C[C@@H]1c1ccccc1,8,-2,-0.1,i,-7,-3,-3,4,12
CCn1c(SCC(=O)Nc2cccc(NC(C)=O)c2)nnc1C(C)C,2,-5,0.4,i,2,-5,0,-5,-8
CCc1c(C)c2ccc(OC3CCCCC3=O)cc2oc1=O (stereo not given),0,-5,0.0,i,8,-2,4,-2,13
CCCCOc1ccc(/C=N/NC(=O)c2csc(C)c2C)cc1,-2,-5,1.1,i,-6,-2,7,2,29
CCOC(=O)CSc1nc(C)c(C(C)=O)cc1C(N)=O,1,-3,-0.1,i,-1,2,1,1,-4
CC1Cc2ccccc2N1C(=O)CN1CCc2ccccc2C1 (stereo not given),0,-1,0.6,i,-5,1,-2,-3,-1
Cc1cc(-c2ccccc2)n[nH]1,0,-5,-0.1,i,-4,0,-2,12,-5
CCCOn1nnnc1-c1ccccc1,-4,1,0.2,i,0,3,0,-3,-4
CCCN1CCN(CCCNC(=O)C2CCN(c3nnc(-n4cccc4)s3)CC2)CC1,-6,-2,0.0,i,-15,-1,-1,-3,-4
CSc1ccc(Cl)c(C(=O)Nc2ccc(OCC(N)=O)cc2)c1,0,-11,-0.7,i,4,2,6,2,-5
COc1ccc(C(=O)OCC(=O)N(C)C2CCS(=O)(=O)C2)cc1S(=O)(=O)N(C)Cc1ccccc1 (stereo not given),-1,-3,-1.4,i,4,5,0,-12,-4
CCOc1ccc(/C=C(\C(=O)O)c2ccc(S(=O)(=O)N3CCCCC3)s2)cc1OC,3,-7,0.9,i,-7,2,0,-15,-4
COc1ccc(CSc2nnc(N)s2)cc1F,-2,-7,-0.3,i,-8,1,11,1,-16
C[C@H]1CN([C@@H](C)CO)S(=O)(=O)c2ccc(Br)cc2O[C@H]1CN(C)C(=O)Nc1ccccc1F,0,-3,0.1,i,18,-3,1,6,-7
C/C(N)=C(/C#N)C(=O)COc1ncnc2ccc(Br)cc12,0,-2,1.2,i,-4,-6,0,11,1
CCc1ccc(C(O)c2ncc(-c3cccc(C(F)(F)F)c3)[nH]2)cc1 (stereo not given),-5,1,-0.5,i,0,-3,1,2,27
CCN=C1SC(C(=O)Nc2cccc(OCC)c2)CC(=O)N1CC (stereo not given),0,-7,0.5,i,-10,-1,6,-3,0
O=c1[nH][nH]c2c1[C@H](c1ccc(Cl)cc1)O[C@H](CCc1ccccc1)C2,2,0,-0.8,/,/,/,7,-3,-47
CCOC(=O)c1sc(N(Cc2ccccc2)C(=O)COC(=O)c2ccc(O)cc2)nc1C,13,-3,1.0,i,-2,1,-6,-8,25
COc1ccc(C2=NCCc3cc(OC)c(OC)cc32)cc1,1,2,2.7,i,-3,-2,1,-7,-12
Oc1ccc(/C=N/N2CCOCC2)c(O)c1O,-3,-4,1.6,i,33,30*,1,3,-2
Cc1csc(NC(=O)CSc2nsc(SCC(=O)Nc3nc(C)cs3)c2C#N)n1,3,1,0.4,i,3,5,-13,-4,18
CCOc1ccc(-c2cc(C(=O)OC)[nH]n2)cc1,-6,-1,-0.1,i,-2,0,1,1,-2
CCNc1ccc(S(=O)(=O)N2CCCCC2)cn1,0,-3,-0.4,i,-3,2,2,-6,-3

# Looked up by structure from the list above:
SMILES,CSN deneddyl inh,MsrA act,MsrA inh,Rpn11 block,PABP1 MLLE inh,Rin1 Abl inh,MT1-MMP act inh,eLon inh,FAS-TE inh
COc1ccc(-c2cc(C(=O)N3CCN(Cc4ccc5c(c4)OCO5)CC3)on2)cc1OC,-2,-2,0.7,i,3,-1,1,-10,-18
CCN=C1SC(C(=O)Nc2cccc(OCC)c2)CC(=O)N1CC (stereo not given),0,-7,0.5,i,-10,-1,6,-3,0
COc1ccc(C(=O)OCC(=O)N(C)C2CCS(=O)(=O)C2)cc1S(=O)(=O)N(C)Cc1ccccc1 (stereo not given),-1,-3,-1.4,i,4,5,0,-12,-4
O=[N+]([O-])c1ccccc1/C=C/C=N/Nc1nc(N2CCCCC2)nc(N2CCCCC2)n1,-14,-3,0.1,i,-148,0,-9,-10,8
CCCCCCN1C[C@@H](O)[C@H](n2cc(C3CC3)nn2)C[C@@H]1c1ccccc1,8,-2,-0.1,i,-7,-3,-3,4,12
O=C(OC(C(=O)NCc1cccs1)c1ccc(F)cc1)c1ccco1 (stereo not given),3,5,0.3,i,5,3,-3,-5,7

# Bioassay records: PubChem, several laboratories

# No enrichment for hits; any-hit rate near 3.7%.
